Source: PubChem BioAssay (several laboratories)
MEKK3 PB1 HTS – modulators (inhibitors or enhancers) of MEK5 binding to human MEKK3 PB1 domain. binding response (% of control), % at 10 µM. AID 1529. bead-based flow cytometry, Alexa488-MEK5 binding to MEKK3; actives lie on both sides; 0 = blocked by unlabeled MEK5, 100 = vehicle. 1.4% of 290,000 active;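 active = binding response more than 3 SD above or below the average of its plate-row segment, actives on both sides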;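 note: Alexa488 bead fluorescence after subtracting the streptavidin-only scavenger bead signal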
Target sequence (Q99759 whole entry, looked up, the tested form may be a part): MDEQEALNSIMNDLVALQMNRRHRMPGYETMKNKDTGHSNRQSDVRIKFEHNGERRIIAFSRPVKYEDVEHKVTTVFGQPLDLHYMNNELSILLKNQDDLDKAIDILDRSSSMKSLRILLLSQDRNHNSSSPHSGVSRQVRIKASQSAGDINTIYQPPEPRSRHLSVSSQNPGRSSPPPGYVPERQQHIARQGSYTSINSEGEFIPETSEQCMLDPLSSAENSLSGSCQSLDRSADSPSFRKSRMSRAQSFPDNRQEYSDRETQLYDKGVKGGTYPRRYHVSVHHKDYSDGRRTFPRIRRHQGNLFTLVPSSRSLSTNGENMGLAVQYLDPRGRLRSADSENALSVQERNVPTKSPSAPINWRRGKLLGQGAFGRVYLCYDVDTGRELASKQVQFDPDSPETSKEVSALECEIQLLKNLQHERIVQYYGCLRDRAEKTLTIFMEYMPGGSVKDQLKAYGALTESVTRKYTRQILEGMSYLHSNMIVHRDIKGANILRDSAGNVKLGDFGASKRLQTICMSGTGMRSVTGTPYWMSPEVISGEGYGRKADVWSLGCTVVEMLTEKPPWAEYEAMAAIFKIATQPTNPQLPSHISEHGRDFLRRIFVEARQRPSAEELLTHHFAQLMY
CRFBP-R2 block – CRF-BP/CRF-R2 complex antagonism. HEK293 CRF-R2/CRF-BP, CRF-induced calcium fluorescence. inhibition, % at 11.8 µM. 0.59% of 350,000 active;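 active = inhibition of the ligand-induced calcium signal above about 50% at the single tested concentration, limit read from the data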
CHRM4 PAM – CHRM4 positive allosteric modulation; P08173; CHO-K1 hM4/Gqi5, Fluo-8 calcium fluorescence, ACh EC20; 0% = ACh EC20, 100% = maximal ACh; activation, % at 3 µM; 0.4% of 360,000 active;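 active = activation above its plate's cutoff, the mean activation of sample wells plus 3 SD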; note: some results filed as inactive read as strong as hits
IDE cell activ – boosts human insulin-degrading enzyme activity in HEK cells | P14735 | 0.073% of 340,000 active | FAbeta-B cleavage, fluorescence polarization; 0% vehicle, 100% cell-free pure enzyme wells | activation, % at 5.96 µM;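 active = activation above the mean of all tested compounds plus 3 SD, set per screening campaign, cut at about 17% in these data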
CRFBP-R2 agonist – CRF-BP/CRF-R2 complex agonism | HEK293 CRF-R2/CRF-BP, calcium dye fluorescence (FLIPR); percent of saturating CRF peptide response | 0.46% of 350,000 active | activation, % at 13.2 µM | AID 588473;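 active = activation of at least 50%, plus an integration ratio under a set limit after plate pattern correction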;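 note: plate controls were neutral control wells without compound for no effect and CRF at EC100 for full effect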
PHOSPHO1 block – inhibitors of human PHOSPHO1 phosphatase | 1.1% of 290,000 active | inhibition, % at 13.3 µM | recombinant PHOSPHO1, absorbance phosphatase assay | Q8TCT1; in the data active = inhibition above about 60%
Target sequence (Q8TCT1 whole entry, looked up): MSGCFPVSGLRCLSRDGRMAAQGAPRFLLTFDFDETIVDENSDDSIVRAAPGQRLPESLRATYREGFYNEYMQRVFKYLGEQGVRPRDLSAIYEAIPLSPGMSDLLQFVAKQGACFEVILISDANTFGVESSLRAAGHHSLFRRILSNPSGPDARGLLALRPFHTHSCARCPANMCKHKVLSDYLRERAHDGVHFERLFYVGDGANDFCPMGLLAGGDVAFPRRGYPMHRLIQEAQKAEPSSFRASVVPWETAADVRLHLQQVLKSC
IDE inh – inhibits human insulin-degrading enzyme in HEK cells | P14735 | FAbetaB cleavage, fluorescence polarization | inhibition, % at 5.59 µM | 0.41% of 320,000 active;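 active = percent inhibition above the average of all tested compounds plus 3 SD, set per screening campaign, cut at about 16% in these data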;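 note: IDE supplied by intact live HEK cells; FP after avidin binding of uncleaved biotin substrate so inhibition keeps polarization high; 0% = DMSO wells and 100% = 60 µM reference IDE inhibitor Ii1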
GalR3 antag – antagonists of human GalR3. O60755. HEK293 GalR3-CNG cAMP membrane potential fluorescence; galR3 body fused to GalR1 C-terminus. inhibition, % at 3 µM. 0.44% of 360,000 active. AID 651719;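 active = inhibition above the screen-wide average plus 3 SD, cut at about 13% in these data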;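 note: forskolin and galanin both at EC90 stimulate the cells; cAMP rise reported by CNG channel membrane potential dye signal; 0% = forskolin plus galanin with DMSO and 100% = forskolin alone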
pCIP destab – p/CIP protein destabilization; 0.01% of 290,000 active; decrease of EGFP signal, % at 10 µM; Q05BA5; F442A p/CIP-EGFP cells, EGFP fluorescence, 16 h;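 active = EGFP signal decrease of at least 30% at 10 µM or well 3 SD below plate mean, unless failing retest; inactive = the rest, including hits failing retest or dose response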; note: some compounds called inactive have numbers as strong as hits; many of its hits are not listed in these tables
* marks the source's active call; other numbers are inactive results; · = not tested or not shown; & = joins results of further samples. Not a hit list, and some 4.2% of all compounds hit somewhere here.

MEKK3 PB1 HTS,CRFBP-R2 block,CHRM4 PAM,IDE cell activ,molecule,CRFBP-R2 agonist,PHOSPHO1 block,IDE inh,GalR3 antag,pCIP destab
94,0,0,3,COc1ccc(C(=O)OCC(=O)NCC2CCCO2)cc1S(=O)(=O)N1CCCc2ccccc21 (centres undefined),-3.8,29,5,-6,-12
105,2,6,0,O=C(NCc1ccco1)C1CCN(c2nnc(-n3cccc3)s2)CC1,-0.2,18,3,0,-11
101,4,7,1,COc1ccc(CCCNC(=O)C2CCC(=O)N(CCc3cccc(F)c3)C2)cc1 (centres undefined),-2.3,38,10,-2,-7
99,-3,11,3,CN(C)c1ccc(C(=O)N/N=C/c2ccccn2)cc1,-3.7,16,1,7,-9
98,2,8,6,Cc1nc(NC(=O)CSc2nncs2)c(Cl)cc1Cl,2.9,2,-3,-5,-3
98,9,-2,6,COC(=O)C1=C(C)NC(=O)CC1c1cccc(Cl)c1Cl (centres undefined),-0.8,-1,4,-3,-2
·,-1,-12,-2,NNC(=O)c1c[nH]c2ccc(OCc3ccccc3)cc12,1.5,·,3,-2,·
99,14,-4,0,Cc1ccc(/C=N/NC(=O)CSc2nnc(-c3ccccc3)n2-c2ccc(Cl)cc2)o1,-0.8,-3,0,-1,-18
104,6,6,5,COc1cc(C2C(C#N)=C(N)Oc3cc(C)n(CC4CCCO4)c(=O)c32)cc2c1OCO2 (centres undefined),-3.1,19,·,-4,10
108,-16,-11,2,C=CCN(C(=O)CN1CCCCC1)c1nc(-c2ccccc2)cs1,1.0,27,3,-8,-6
102,-2,26*,6,CCCCCCCCCCCCN1[C@@H](CC(=O)OC)c2cc(F)cc(F)c2S1(=O)=O,0.2,·,-3,-2,·
101,-2,-6,3,Cc1cc(C)cc(OCCNC(=O)c2ccc(Br)cc2)c1,1.7,33,1,-2,-8
104,-13,-4,·,C/C(=N\NC1=NCCN1)c1ccccc1,-0.9,51,-1,-7,-4
101,-7,4,2,COc1ccc(CCNS(=O)(=O)c2cn(C)nc2C)cc1OC,-1.1,43,2,2,7
103,2,-1,5,O=C1NC(=O)C(Cc2c[nH]c3ccccc23)N1 (centres undefined),-0.9,22,-4,-9,3
87,11,0,4,Cc1ccc(O)c(NC(=O)C2CC(c3ccc(F)cc3)=NO2)c1 (centres undefined),0.4,10,3,-10,3
101,17,-5,0,COC(=O)c1c(C)oc2ccc(N(C(C)=O)S(=O)(=O)c3ccccc3)cc12,0.0,-4,8,-8,-21
101,13,2,3,CCc1nn(CC(=O)N2CCCCCC2)c(=O)c2cc3ccccc3n12,0.4,12,1,1,11
·,1,11,-3,CCCCNC(=O)Cn1nc(C)c(S(=O)(=O)N2CCOCC2)c1C,-1.5,·,0,-4,·
93,-32,10,-1,CCN(CC)S(=O)(=O)c1ccc(Cl)c(C(=O)NCc2ccco2)c1,3.7,47,4,-2,-8

Some of these compounds in order of length of the SMILES, smallest number first:
MEKK3 PB1 HTS,CRFBP-R2 block,CHRM4 PAM,IDE cell activ,molecule,CRFBP-R2 agonist,PHOSPHO1 block,IDE inh,GalR3 antag,pCIP destab
101,-7,4,2,COc1ccc(CCNS(=O)(=O)c2cn(C)nc2C)cc1OC,-1.1,43,2,2,7
·,1,11,-3,CCCCNC(=O)Cn1nc(C)c(S(=O)(=O)N2CCOCC2)c1C,-1.5,·,0,-4,·
104,6,6,5,COc1cc(C2C(C#N)=C(N)Oc3cc(C)n(CC4CCCO4)c(=O)c32)cc2c1OCO2 (centres undefined),-3.1,19,·,-4,10

Continuation.
MEKK3 PB1 HTS,CRFBP-R2 block,CHRM4 PAM,IDE cell activ,molecule,CRFBP-R2 agonist,PHOSPHO1 block,IDE inh,GalR3 antag,pCIP destab
102,8,-15,0,O=C(O)/C=C\C(=O)Nc1ccc(N2CCN(c3ccc(Cl)cc3)CC2)cc1,-1.3,20,1,-2,-8
106,-5,11,-2,CCOC(=O)c1oc2ccc(S(=O)(=O)n3nc(-c4ccc(Cl)cc4)cc3N)cc2c1C,5.5,5,-1,1,-13
102,7,-2,3,O=C(CCCN1C(=O)c2cccnc2C1=O)N1CC(=O)N(CCc2ccccc2)C(=O)C1,-3.1,21,-3,-4,-3
100,11,0,2,CC(=O)Nc1cccc(NC(=O)c2ccc3[nH]c(C)c(C)c3c2)c1,1.5,24,-3,-8,-3
105,12,-2,2,O=C(/C=C/c1ccc(F)cc1)NC(=S)NNC(=O)c1cccnc1,-0.1,59,7,-2,1
95,19,-2,4,Cc1ccc(S(=O)(=O)CC(=O)Nc2cccc(C)n2)cc1,-1.8,45,0,-9,1
·,21,-6,3,COc1ccc(CN(C2CC2)S(=O)(=O)c2ccccc2Br)cc1,2.7,·,·,-8,·
97,7,11,-2,CCc1ccc(-c2ccc3nnc(SCC(N)=O)n3n2)cc1,-0.6,30,4,-7,-6
103,-5,0,4,COC(=O)c1c(C)c(OC(=O)c2c(C)cc(O)c(C=O)c2O)cc(C)c1O,4.3,·,4,·,·
110,-9,9,-1,O=C(NCCCc1ccccc1)C1CC(=O)N(c2ccc3c(c2)OCCO3)C1 (centres undefined),1.9,-23,3,-2,-10
·,8,11,1,O=C(NCCCl)Nc1ccccc1NS(=O)(=O)c1cccs1,-1.0,·,4,4,·
102,0,-6,2,O=C(c1cc([N+](=O)[O-])cc([N+](=O)[O-])c1)N(Cc1nnc(-c2ccccc2Cl)o1)C1CC1,9.7,32,1,-4,2
92,21,-6,4,FC(F)(F)c1cnc(Oc2ccccc2-c2nnco2)c(Cl)c1,0.1,22,1,-3,0
76,3,-1,4,Cc1cc(NC(=O)CCCn2cnc([N+](=O)[O-])n2)no1,-0.2,-44,2,-7,2
100,-4,2,2,O=C(COc1ccc(S(=O)(=O)N2CCOCC2)cc1Cl)NC1CCCCC1,0.7,16,-1,-3,-4
100,14,-2,-2,COC(CNC(=O)C1CCN(C(=O)c2cc3oc(C)cc3n2Cc2c(F)cccc2Cl)CC1)OC,-1.6,-18,-2,-1,0
104,28,3,4,CCc1ccc(N2CC(C(=O)Nc3ccccc3F)CC2=O)cc1 (centres undefined),-2.0,11,4,-3,2
95,-21,-2,0,N#Cc1c2n(c(=S)n(-c3ccccc3[N+](=O)[O-])c1=O)CCCCC2,-1.7,-51,-5,-6,15
99,-17,4,2,COCCOC(=O)C1=C(C)NC(=O)NC1c1cc2c(cc1Br)OCO2 (centres undefined),0.6,47,-7,-8,6
98,2,2,0,COc1ccc(C(=O)COC(=O)CCN2C(=O)C3C4CC(C(Br)C4Br)C3C2=O)cc1 (centres undefined),-0.8,4,-6,-4,-3

MEKK3 PB1 HTS,CRFBP-R2 block,CHRM4 PAM,IDE cell activ,molecule,CRFBP-R2 agonist,PHOSPHO1 block,IDE inh,GalR3 antag,pCIP destab
100,9,0,-2,Cc1ccc(CN2CCN(C(=O)CCc3ccccc3)CC2)cc1,-2.4,30,10,-4,2
104,12,-1,-11,Cc1ccc(C(=O)N2CCN(c3ccc(C(F)(F)F)cn3)CC2)cc1,0.8,6,10,3,10
·,7,5,0,O=C(NNC(=O)C1CCN(S(=O)(=O)c2ccccc2C(F)(F)F)CC1)c1ccccc1O,-2.3,·,-8,-1,·
103,-9,2,1,CCCc1cc(=O)oc2cc(OCC(=O)Nc3cc(C)on3)ccc12,0.2,14,9,1,-5
97,-29,·,·,c1ccc(C(c2ccccc2)N2CCN(c3nc4ccccc4n4cnnc34)CC2)cc1,4.6,25,2,-7,4
62,-13&0,1&-3,-2&0,CCc1cc(C(N)=S)ccn1,-0.9&-1.8,24,6&1,-5,4
·,0,0,4,O=C(CNC(=O)c1ccco1)OCc1ccccc1Cl,-1.4,·,2,-6,·
100,12,11,-2,O=[N+]([O-])c1ccc(O)c(Nc2c([N+](=O)[O-])ccc3nonc23)c1,-0.1,24,4,-7,2
·,-5,-3,-1,COc1ccc(NC(=O)Nc2ccc3c(c2)C(=O)N([C@H](C)CO)C[C@H](C)[C@@H](CN(C)S(=O)(=O)c2ccccc2)O3)cc1,0.6,·,7,-2,·
·,-5,8,2,Cc1ccc(S(=O)(=O)N(C)C)cc1NC(=O)COC(=O)C1=COCCO1,-0.1,·,0,-7,·
101,-5,5,-7,COc1cc(OC)c(OC)cc1CN(C)CCc1ccccn1,2.0,3,12,-3,-8
67,0,1,1,N/C(=N\OC(=O)COc1ccc(Br)cc1)c1cccc([N+](=O)[O-])c1,1.4,37,2,-6,1
102,-11,18,4,CC1(C)CC(N2CCC(=O)N(C3CC(C)(C)NC(C)(C)C3)C2)CC(C)(C)N1,1.5,-4,-3,2,-22
95,7,3,-2,CCOc1ccc(/C=C/C(=O)c2ccccc2)cc1,-1.0,32,-4,-3,-2
·,-8,-2,1,CCOC(=O)c1[nH]c2cc3c(cc2c1NC(=O)CN1CCC(C)CC1)OCO3,-1.3,29,4,-1,-21
107,-20,-11,4,CC(=O)c1ccc(NC(=S)NC(C)CCc2ccccc2)cc1 (centres undefined),18,11,-2,-8,6
·,2,3,4,Cc1c(NC(=O)c2ccc(NS(=O)(=O)c3cccc([N+](=O)[O-])c3)cc2)c(=O)n(-c2ccccc2)n1C,-1.9,·,·,-3,·
76,8,0,-2,NC(=O)c1ccsc1NC(=O)c1ccc(S(=O)(=O)N2CCCc3ccccc32)cc1,4.2,-6,3,3,-7
·,-10,4,7,CC(Oc1ccc(Cl)cc1)C(=O)Nc1cccc(S(=O)(=O)N2CCOCC2)c1 (centres undefined),0.8,·,2,-3,·
99,1,-12,3,CCS(=O)(=O)c1nc(S(=O)(=O)c2ccc(C)cc2)c(N2CCN(CCO)CC2)s1,-0.1,58,6,-9,5

MEKK3 PB1 HTS,CRFBP-R2 block,CHRM4 PAM,IDE cell activ,molecule,CRFBP-R2 agonist,PHOSPHO1 block,IDE inh,GalR3 antag,pCIP destab
96,11,-3,8,O=C(O)c1ccc(Cl)cc1NC(=O)C1CCCO1 (centres undefined),0.1,7,-4,4,-13
·,-6,0,1,CCN1CCN(S(=O)(=O)c2ccc(Cl)c(C(=O)N(C)Cc3cccc(OC)c3)c2)CC1,-0.7,·,10,-2,·
101,-1,4,-1,CCc1nc(SCC(=O)Nc2cc(C)on2)n[nH]1,0.7,11,1,3,-15
93,-19,-24,3,CCCC(CCC)C(=O)Nc1ccc2c(c1)N(C(=O)CN1CCN(C)CC1)c1ccccc1CC2,7.4,26,9,-11,-4
